Screens deposited in PubChem BioAssay by Southern Research Specialized Biocontainment Screening Center.
Dengue inhibitors: antivirals protecting cells from dengue CPE – CPE readout, HTS (AID 540333). Dengue virus CPE inhibition in host cells; stronger effect = higher value. CPE inhibition, % at 20 µM. hit rate 3.1% among 10,000; in the data active = CPE inhibition mostly above about 9.1%, no sharp cut-off; inactive = mostly below about 7.2%
An asterisk follows results filed as active; i = inactive. The list is partial, so the mix of outcomes need not match the whole.

SMILES	Dengue inhibitors
COCCCNC(=O)c1cccc2c(=O)c(C)c(-c3ccccc3)oc12	0.5
Cc1ccccc1OCC(=O)NNC(=S)NC(=O)c1ccccc1[N+](=O)[O-]	0.5
O=C1c2cccc3cccc(c23)C(=O)N1CCN1CCN(C(=S)Nc2ccc(Cl)cc2)CC1	0.5
CCc1ccc(S(=O)(=O)N(C(=O)c2ccncc2)c2ccc(OC(=O)c3ccncc3)cc2)cc1	1.7
O=C(Cn1c2[n+](c3ccc(C(F)(F)F)cc31)CCCCC2)Nc1ccccc1	i
O=C(O)/C=C/C(=O)N1CCN(c2ccccc2F)CC1	i
COC1=CCC2([N+](=O)[O-])CN(CCO)CC1([N+](=O)[O-])C2 (centres undefined)	i
CN1CCc2c(OCC(=O)N3N=C(c4cccs4)CC3c3ccc(F)cc3)cccc2C1=O (centres undefined)	2.2
COc1ccc(/C=N/NC(=O)c2ccc(O)cc2O)cc1CSc1ccccn1	0.6
CC1Cc2ccccc2N1C(=O)COC(=O)C1(c2ccccc2F)CCCC1 (centres undefined)	0.8
O=C(CSc1nnc(SCc2ccc(Cl)cc2)s1)N/N=C/c1ccccc1Cl	2.3
COC(=O)N/N=C/c1ccc([N+](=O)[O-])s1	0.1
Cc1ccc(NC(=O)CSc2nnc(-c3cccs3)o2)cc1S(=O)(=O)N1CCCCC1	i
O=c1c2ccccc2nc(SCc2cccc(F)c2)n1C1CCCC1	7.6
Cc1ccc(CCC(=O)Nc2ncc(Cc3cccc(Cl)c3Cl)s2)o1	i
CC(C)(C)OC(=O)N/N=C/c1ccc(N2CCOCC2)s1	1.0
O=C(/C=C/c1ccc(F)cc1)NC(=S)NNC(=O)c1cccnc1	0.1
Cc1no[n+]([O-])c1COc1cccc(/C=C2\N=C(c3ccccc3)OC2=O)c1	0.8
COc1ccc(NC(=S)N(CCN(C)C)C(C)c2ccco2)cc1 (centres undefined)	2.0
O=C(Cc1ccccc1)N/N=C/c1ccc(-c2ccc([N+](=O)[O-])cc2)o1	5.0

Next section (three carried over from the part before).
SMILES	Dengue inhibitors
Cc1no[n+]([O-])c1COc1cccc(/C=C2\N=C(c3ccccc3)OC2=O)c1	0.8
COc1ccc(NC(=S)N(CCN(C)C)C(C)c2ccco2)cc1 (centres undefined)	2.0
O=C(Cc1ccccc1)N/N=C/c1ccc(-c2ccc([N+](=O)[O-])cc2)o1	5.0
COC(=O)c1c(NC(=O)C2C3CCC(O3)C2C(=O)O)sc2c1CCCCCC2 (centres undefined)	0.6
COc1ccccc1C(=O)ON=C1c2ccccc2-c2ccccc21	1.4
O=C(CCCN1C(=O)/C(=C/c2cccs2)SC1=S)NNC(=O)c1ccccc1O	i
COc1ccc(CCNC(=O)/C(C#N)=C/c2cccc(OCc3ccccc3)c2)cc1OC	5.1
CCCCN(C)C(=S)Nc1ccc(Oc2ccccc2)cc1	3.2
C/C(=N\NC(=O)CCCNc1ccc(C)cc1)c1ccccn1	0.0
CC1(C)CC(=NOC(=O)c2ccccc2)CC(C)(C)N1O	3.8
Cc1ccc(NC(=O)COC(=O)C2COc3ccccc3O2)cc1S(=O)(=O)N1CCOCC1 (centres undefined)	i
Cn1c(=NC(=O)c2ccccc2[N+](=O)[O-])sc2cc(S(C)(=O)=O)ccc21	2.6
COc1ccc(CNC(=O)COC(=O)c2ccc(OCc3c(C)noc3C)cc2)cc1OC	1.0
NNC(=O)COc1ccc(F)cc1	0.7
CN(C(=S)NC(=O)/C=C/c1ccc(F)cc1)C1CCCCC1	0.6
CC(=O)NNC(=O)CC(=O)Nc1nc(C23CC4CC(CC(C4)C2)C3)cs1	1.3
CCN(CC)c1ccc(C(=O)N/N=C(\C)c2ccc(OC)c(OC)c2)cc1	0.8
CC(C)(C)c1ccc(C(=O)N2CCC(=O)N(C(CO)Cc3ccccc3)CC2)cc1 (centres undefined)	i
O=c1oc2cc(O)c(Cl)cc2c2ccccc12	0.4
CC1=CC(=C(C#N)c2nc3ccccc3s2)C=C(C)N1c1ccc(F)cc1	0.6
Cc1nn(-c2ccccc2)c(Cl)c1/C=N/NC(=O)c1cccc(S(=O)(=O)N2CCCC2)c1	1.4
Cc1c2c(nc3ccccc13)OCC2	i
Cc1cccc(C(=O)NNC(=O)c2cccc(C)c2)c1	1.9
CCc1cc(C(=O)Cc2ccc(F)cc2)c(O)cc1O	2.0
O=C(CSc1nnc(SCc2ccccc2)s1)NNC(=S)Nc1ccccc1	0.3
O=C(c1ccc2c(c1)OCO2)N1CCN(c2ncccn2)CC1	0.2
CCC(CC)=NNc1cccc([N+](=O)[O-])c1	0.5
COc1ccccc1C(=O)N/C(=C\c1ccc2c(c1)OCO2)C(=O)NCCc1nc2ccccc2[nH]1	i
COc1cc2cc(CCCOC(=O)CCCC(=O)O)oc(=O)c2cc1OC	0.4
CC(C)CNC(=O)C1CCN(Cc2ccc(OCc3ccccc3)cc2)CC1	i
CCN(CC)c1ccc(/C=N/Nc2cccc(C)c2)c(O)c1	i
COc1ccc2c(c1)nc(SCC(C)O)n2C (centres undefined)	i
O=C(CCC(=O)Nc1ccccc1Cl)NNC(=O)c1ccco1	i

The list goes on; the last five above are carried over.
SMILES	Dengue inhibitors
COc1cc2cc(CCCOC(=O)CCCC(=O)O)oc(=O)c2cc1OC	0.4
CC(C)CNC(=O)C1CCN(Cc2ccc(OCc3ccccc3)cc2)CC1	i
CCN(CC)c1ccc(/C=N/Nc2cccc(C)c2)c(O)c1	i
COc1ccc2c(c1)nc(SCC(C)O)n2C (centres undefined)	i
O=C(CCC(=O)Nc1ccccc1Cl)NNC(=O)c1ccco1	i
CC(=O)c1sc(N/N=C\c2ccc(C)cc2)nc1C	i
NS(=O)(=O)c1ccc2nc(NC(=O)C3CCCO3)sc2c1 (centres undefined)	0.4
COc1cc2cnc(-c3ccccc3)c(-c3ccc([N+](=O)[O-])cc3)c2cc1OC	i
Cc1cc(-c2n[nH]c(=S)n2/N=C/c2cc([N+](=O)[O-])ccc2Cl)n[nH]1	10.9*
CSc1nnc(C)c(=O)n1COC(=O)COc1ccc2ccccc2c1	0.9
O=C(NCc1ccccc1Cl)c1cccc(NC(=O)c2ccccc2)c1	0.1
COc1ccc(NC(=O)Cc2c(F)cccc2Cl)c(OC)c1	0.8
CCCNCC(O)Cn1c2ccccc2n2c(=O)cc(C)c(C#N)c12 (centres undefined)	i
CC(=O)c1cccc(N/C=C\c2nnnn2-c2ccc(F)cc2)c1	i
Cc1ccc2[nH]c(=O)c(CN(Cc3cccs3)C(=S)NCC3CCCO3)cc2c1 (centres undefined)	0.2
COc1ccc(C(=O)Nc2ccccc2N2CCOCC2)cc1[N+](=O)[O-]	i
N#Cc1ccc(NC(=S)Nc2ccccc2)cc1	i
COc1ccccc1/C=C1\CCCC2=C1Nc1nnnn1C2c1ccccc1OC (centres undefined)	1.1
Cc1ccc2c([N+](=O)[O-])cccc2n1	i
Cc1cccc(N=C(NO)c2nonc2N)c1	i
C1COCCNCCOCCOCCOCCN1	0.1
CNC(=O)c1ccc(Nc2nnc(-c3ccc(C)c(S(=O)(=O)NCC4CCCO4)c3)c3ccccc23)cc1 (centres undefined)	0.1
CCn1c(/C=N/Nc2ccc(C(=O)O)cc2)nc2ccccc21	0.3
COc1cccc(-c2ncc3ccccc3c2COC(=O)c2ccc(C(C)(C)C)cc2)c1	15.2*
CCn1c(C)c(C2=CCN(S(=O)(=O)c3ccccc3)CC2)c2ccccc21	0.3
Cc1cccc(NC(=O)c2cnn(C)c2)c1C	0.4
Nc1ccc2c(c1)C/C(=C/c1ccco1)C2=O	i
S=C(NCc1ccncc1)Nc1cccc(Cl)c1	0.3
CCOC(=O)c1cnc2ccc(Cl)cc2c1Nc1ccc(S(=O)(=O)Nc2ncccn2)cc1	i
COc1cc(/C=C/C(=O)OCC(=O)Nc2cc(C(F)(F)F)ccc2N2CCOCC2)ccc1O	i
CCN(CC)c1ccc2cc(C(=O)NNC(=O)c3ccc(S(=O)(=O)N4CCCCC4)cc3)c(=O)oc2c1	i
CC(/C=C/c1ccccc1)=N\NC(=O)c1ccc2c(c1)OCCO2	0.1
CCCc1cc(=O)[nH]c(SCC(=O)N2CCN(S(=O)(=O)c3ccc(C)cc3C)CC2)n1	i
CCNS(=O)(=O)c1ccc(NC(=O)c2ccc(Cn3cc(Br)cn3)o2)cc1	i
CCCC(=O)Nc1cccc(S(=O)(=O)N(C)c2ccccc2)c1	i
Cc1nc([N+](=O)[O-])cn1-c1ccc(N)cc1	i
CCCC(CCC)=NNc1ccc(S(=O)(=O)Nc2ccccc2OC)cc1[N+](=O)[O-]	4.9
CCCCNC(=O)c1onc(CS(=O)(=O)c2ccccn2)c1C(=O)NCCCC	i
COC(=O)c1ccc(OCC(=O)c2cccc(OC)c2)cc1	1.6
Cc1ccc(N=Cc2c(C)[nH]n(-c3nc4ccccc4[nH]3)c2=O)cc1	i
O=C(COc1ccc([N+](=O)[O-])cc1)NCc1cccnc1	i
COc1cc(OC)cc(-c2c(C#Cc3ccsc3)c3cc(-c4ccc5[nH]ccc5c4)ccc3n2C)c1	3.5
COC(=O)[C@@]12CCCCN1[C@H](c1ccc(-c3ccc(Cl)c(Cl)c3)cc1)[C@H]1C(=O)N(C)C(=O)[C@H]12	26.6*
O=S(=O)(Nc1cccc2c1CCCC2)c1ccc(Cl)cc1	21.1*
COc1ccc(C/C(N)=N/O)cc1	i
CC(=O)N1CCN(C(=S)NCc2ccccc2)CC1	0.7
CCCCCC(=O)c1c(C)[nH]c(C(=O)OCC)c1C	0.7
O=C(Nc1cccc(Cl)c1)c1ccc(F)c(S(=O)(=O)NCc2ccc3c(c2)OCO3)c1	5.8
C#CCn1c(=NC(=O)c2ccc(Br)s2)sc2cc(NC(C)=O)ccc21	i
CSCCC(NC(=O)c1ccc([N+](=O)[O-])cc1Cl)C(=O)OCC(=O)NCCCc1ccccc1 (centres undefined)	0.1
CSc1ccc(CN(C)CC(=O)Nc2ccc(C)cc2Br)cc1	2.2
CCCNS(=O)(=O)c1ccc(CCC(=O)Nc2ccc3c(c2)OCCO3)cc1	0.0
CC(=O)c1c(C)[nH]c(C(=O)Nc2ccc(Cl)c(S(=O)(=O)N3CCOCC3)c2)c1C	i
CCN1C(=O)N[C@@H](c2cccc(C(F)(F)F)c2)C(C(C)=O)=C1C	i
COc1ccc(C(=O)c2c3ccccc3[n+]([O-])n2CCCN)cc1	1.4
Further compounds:
SMILES	Dengue inhibitors
COc1ccc(-c2noc3c2-c2nc(C(C)C)sc2CC3)cc1	3.2
Cc1cc(C(=O)CSc2n[nH]c(N)n2)c(C)n1-c1ccc2c(c1)OCO2	1.0
COc1ccc(/C=N/NC(=O)c2ccc(N(C)S(=O)(=O)c3ccccc3)cc2)cc1OC	i
O=C(CO/N=C\c1ccccc1)Nc1ccccc1C(=O)N1CCOCC1	0.2
COc1ccc(-c2[nH]n(-c3ccc([N+](=O)[O-])cc3)c(=O)c2C=NCc2ccc(F)cc2)cc1	2.3
Cc1ccc(-c2c3c(nc4sc(C(N)=O)c(N)c24)CCCC3)o1	i
O=C(O)c1ccc2nc(-c3ccccc3)sc2c1	0.1
COC(=O)/C=C/c1ccc(OC(=O)c2ccncc2)cc1	0.5
CCC1(C)CC(c2nc(-c3ccc(OC)cc3)cs2)CCS1 (centres undefined)	1.6
CCCCc1ccc(NC(=S)Nc2ccc(Cl)c(S(=O)(=O)N(C)C)c2)cc1	1.6
O=C(Cc1ccccc1)NN1C(=O)C2C3C=CC(C3)[C@@H]2C1=O (some centres undefined)	i
Cc1ccccc1Nc1nc(=O)c2cc([N+](=O)[O-])ccc2s1	0.3
O=C1NN(c2ccccc2)C(=O)C2C1C1C=CC2C12CC2 (centres undefined)	i
CN1CCN(Cc2nc3ccccc3c(=O)n2Cc2nc(-c3ccccc3F)cs2)CC1	i
Cc1cccc(N2CCN(CC(O)COCc3cccs3)CC2)c1C (centres undefined)	i
CC(C)=NNc1nc(-c2ccccc2)cs1	0.2
CC(=O)OCC(=O)Nc1ccc(N=Nc2ccccc2)cc1	0.4
Cc1cc(C)cc(-n2c(C)cc(/C=C3\C(=N)N4N=C(CC(C)C)SC4=NC3=O)c2C)c1	15.1*
COc1ccc(NS(=O)(=O)c2cc(NC(=O)/C=C/c3cccs3)ccc2N2CCOCC2)cc1	2.2
Cc1cc(C)nc(NS(=O)(=O)c2ccc(NC(=O)C3(c4ccc([N+](=O)[O-])cc4)CCCC3)cc2)n1	i

Five of the compounds above, with bars between the fields.
SMILES | Dengue inhibitors
CN1CCN(Cc2nc3ccccc3c(=O)n2Cc2nc(-c3ccccc3F)cs2)CC1 | i
COc1cc2cnc(-c3ccccc3)c(-c3ccc([N+](=O)[O-])cc3)c2cc1OC | i
O=C(Cc1ccccc1)NN1C(=O)C2C3C=CC(C3)[C@@H]2C1=O (some centres undefined) | i
CC1=CC(=C(C#N)c2nc3ccccc3s2)C=C(C)N1c1ccc(F)cc1 | 0.6
COc1ccc(/C=N/NC(=O)c2ccc(N(C)S(=O)(=O)c3ccccc3)cc2)cc1OC | i

More results.
SMILES	Dengue inhibitors
O=C(/C=C/c1ccco1)c1ccc(NC(=O)C23CC4CC(CC(C4)C2)C3)cc1	2.4
COc1ccc(NS(=O)(=O)c2c(F)cc(F)c(Cl)c2F)cc1S(=O)(=O)N1CCCCC1	0.1
Cc1ccc(Nc2nc(-c3ccc(S(=O)(=O)N4CCOCC4)cc3)cs2)cc1Cl	4.1
CC(=O)c1cccc(NC(=O)CCCOc2ccc(C)cc2)c1	i
C[C@@H]1C=C(C(=O)NCc2nc3ccccc3[nH]2)O[C@H](OCCCCO)C1	i
CCNC(=S)Nc1ccccc1-c1ccccc1	0.2
O=C(C1=NN[C@@H]2C(=O)N(c3cccc(C(F)(F)F)c3)C(=O)[C@H]12)C(c1ccccc1)c1ccccc1	0.3
CCn1c(SCC(=O)NNC(=S)Nc2ccccc2)nnc1-c1ccc(Cl)cc1	0.1
COc1ccc(C2CC23N=C(c2ccccc2)OC3=O)cc1 (centres undefined)	i
Cc1cccc(N=C2NC(=O)/C(=C/C=C/c3ccco3)S2)c1	0.3
CCOc1ccccc1NC(=O)c1cccc(S(=O)(=O)N(Cc2ccccc2)c2ccccc2OC)c1	0.8
Clc1ccccc1CSc1nncn1NC/C=C/c1ccccc1	4.2
O=C(O)c1ccccc1C(=O)OCc1c(-c2ccccc2)ncc2ccccc12	i
CCOC(=O)CCSCC(=O)N1N=C(c2cccs2)CC1c1ccc(C)cc1 (centres undefined)	1.3
